Bioassay records as filed in PubChem BioAssay.
GSK3A inh = blockers of GSK3A enzyme activity – biochemical, luminescence, cell-free homogeneous, HTS, primary screen. actives 0.1% (n = 320,000). inhibition, % at 10 µM. GSK-3 alpha kinase, ADP-Glo luminescence, 60 min;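 in the data active means inhibition above about 50%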;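 further: GST-tagged GSK-3 alpha with peptide substrate and 25 µM ATP; 0% = DMSO neutral wells and 100% = GW8510 positive control wells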
Target sequence (P49840 whole entry, looked up): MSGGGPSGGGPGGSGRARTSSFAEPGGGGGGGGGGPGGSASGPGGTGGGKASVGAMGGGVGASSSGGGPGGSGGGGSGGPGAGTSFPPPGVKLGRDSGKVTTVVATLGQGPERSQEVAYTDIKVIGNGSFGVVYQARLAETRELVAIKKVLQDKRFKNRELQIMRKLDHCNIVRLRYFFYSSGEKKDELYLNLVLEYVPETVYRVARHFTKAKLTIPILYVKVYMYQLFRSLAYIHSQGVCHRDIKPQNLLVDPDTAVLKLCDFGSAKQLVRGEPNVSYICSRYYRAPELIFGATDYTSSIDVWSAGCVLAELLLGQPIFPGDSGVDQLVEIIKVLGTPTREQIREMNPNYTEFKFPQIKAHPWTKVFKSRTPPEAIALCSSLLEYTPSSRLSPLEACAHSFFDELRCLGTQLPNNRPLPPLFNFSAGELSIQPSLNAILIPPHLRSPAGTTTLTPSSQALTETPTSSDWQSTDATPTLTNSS
PolyA inhibitor = polyadenylation inhibitors in yeast reporter cells, primary screen, luminescence, S. cerevisiae; actives 0.02% (n = 300,000); AID 1875, 2009; calls only at 12 µM; S. cerevisiae SKY197-pL101 polyadenylation reporter, beta-gal luminescence; efflux-impaired pdr1/pdr3 knockout yeast; score 100 = 6 SD above DMSO;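 active means lowest replicate activity score at least 50, where 100 means six control SD above control mean; inconclusive means lowest score under 50 but half or more replicates reach 50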;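 further: yeast exposed to compound for 9 h at 30 °C; higher score means more reporter readthrough which indicates perturbed polyadenylation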
HSF-1 act = HSF-1 activators, primary screen, NIH3T3-HGL cells, MG132 stress, luminescence, single point; activation, % at 9 µM; actives 1.7% (n = 300,000); AID 504408, 2011; NIH3T3-HGL HSF-1 luciferase reporter, 8 h; 100% = twice DMSO control signal;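 active means mean replicate activation of at least 50% with a set share of replicates each reaching 50%; inconclusive means only one of those two conditions met; inactive means mean below 50% and too few replicates reaching it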;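 further: 0% = median of the neutral control wells and 100% = twice that signal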
HDAC3 inhib = HDAC3 deacetylase inhibitors, primary screen, biochemical, fluorescence, cell-free homogeneous | actives 0.15% (n = 320,000) | inhibition, % at 8.3 µM | recombinant HDAC3, fluorogenic peptide/trypsin coupled | Histone deacetylase 3 (Homo sapiens), O15379; in the data active means inhibition above about 26%, passing the limit was not always enough; inconclusive means no clear call, values can overlap the other calls
HSP90 refold inh = HSP90 inhibitors, primary screen, cell lysate, luminescence. Heat shock protein HSP 90 (rabbit reticulocyte lysate; luciferase refolding). Rabbit reticulocyte lysate, luciferase refolding luminescence, 3 h. actives 0.91% (n = 290,000). inhibition, % at 5.6 µM;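 active means inhibition above the screen-wide mean plus 3 SD, computed separately per campaign, cut at about 16% in these data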;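 further: 0% = DMSO wells and 100% = 60 µM geldanamycin wells; inhibitors lower the luminescence because luciferase stays unfolded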
HSF1 inhib = HSF1 inhibitors in luciferase reporter cells, primary screen, cell-based, NIH3T3, luminescence. NIH3T3-HGL HSE-luciferase, MG132-induced, luminescence 8 h; active compounds read low. activity change, negative = inhibition, % at 7.5 µM (by protocol). actives 0.77% (n = 300,000);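 active means more than half of replicate wells show activity change below -50%, luminescence cut by over half; inconclusive means some wells, but at most half, below -50%; inactive means no replicate well below -50%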;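 further: luciferase reports HSF-1 transcriptional activity via heat shock element; 0% = median of DMSO wells and -100% = zero luminescence signal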
GSK3B inh = human GSK3beta kinase inhibitors, primary screen, biochemical, cell-free homogeneous, HTS. Glycogen synthase kinase-3 beta (Homo sapiens), P49841. GST-GSK3beta kinase, ADP-Glo luminescence, 60 min; active compounds read low. activity score (negative = inhibition), % at 10 µM. actives 0.038% (n = 300,000). AID 2097, 2009;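 active means more than half of replicate wells score below -50%, meaning over 50% inhibition versus plate controls; inconclusive means some replicates but at most half score below -50%; inactive means no replicate scores below -50%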;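 further: 0% = median DMSO wells and -100% = median GW8510 positive control wells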
Target sequence (P49841 whole entry, looked up): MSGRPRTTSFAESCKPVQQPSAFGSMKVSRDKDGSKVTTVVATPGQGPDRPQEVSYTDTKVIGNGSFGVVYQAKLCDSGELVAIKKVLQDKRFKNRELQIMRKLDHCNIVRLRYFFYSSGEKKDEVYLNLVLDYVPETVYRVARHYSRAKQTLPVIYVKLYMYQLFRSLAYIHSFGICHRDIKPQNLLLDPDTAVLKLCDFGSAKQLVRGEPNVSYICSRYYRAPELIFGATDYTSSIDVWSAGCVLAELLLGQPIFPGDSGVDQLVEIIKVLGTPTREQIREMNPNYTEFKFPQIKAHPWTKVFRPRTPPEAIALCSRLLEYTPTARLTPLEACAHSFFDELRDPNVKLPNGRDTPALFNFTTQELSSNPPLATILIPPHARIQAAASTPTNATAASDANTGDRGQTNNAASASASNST
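Assay system: GST-tagged human GSK3beta kinase, cell-free; Input: 1.6 ng GSK3beta; Medium: Tris/MgCl2 kinase buffer; Timing: 60 min enzyme reaction, room temperature; Signal: ADP-Glo luminescence quantifying ADP generated by kinase; Evaluation: score relative to plate controls; Benchmarks: DMSO neutral wells and GW8510 at 20 µM as positive.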
AI-2 QS modul = Vibrio harveyi AI-2 quorum sensing modulators, primary screen, JMH597 strain, luminescence/OD600 ratio. actives 0.4% (n = 300,000). AID 2094, 2009. Vibrio harveyi JMH597 AI-2 luminescence/OD600 ratio, 9 h; active compounds read low; strain lacks LuxN and CqsS sensors; 0 = neutral-control median. activity change, % at 7.5 µM; in the data active means activity change below about -75%, passing the limit was not always enough; inconclusive means no clear call, values can overlap the other calls;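 further: luminescence divided by OD600 gain over 9 h not by final OD600 alone; inactives centre near 13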
Platelet DG rel = inhibitors of platelet dense granule secretion, primary screen, cell-based, MLPCN, human platelets; human platelet-rich plasma, SFLLRN dense granule ATP release, luminescence; inhibition, %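 (compounds screened at 7.5 µM in platelet-rich plasma)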; actives 0.22% (n = 300,000); AID 1663, 2009;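 active means mean replicate score, as percent of positive control, at or above 50; inconclusive means mean below 50 but at least one replicate at or above 50; inactive means mean and every replicate below 50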
Dyrk1A ADPGlo = rat Dyrk1A kinase inhibitors, primary screen, biochemical, single point, plate reader; Dual specificity tyrosine-phosphorylation-regulated kinase 1A (Rattus norvegicus), Q63470; ADP-Glo luminescence, NFATc1 peptide; inhibition, % at 12.5 µM; actives 0.43% (n = 310,000); in the data active means inhibition above about 50%;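 further: plate controls were vehicle with enzyme for no effect and no enzyme for full effect; many of its hits are not listed in these tables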
* = called active by the depositor; i = inactive; ? = inconclusive; nt = no result given. An excerpt (hit frequency here may not be typical).

SMILES	GSK3A inh	PolyA inhibitor	HSF-1 act	HDAC3 inhib	HSP90 refold inh	HSF1 inhib	GSK3B inh	AI-2 QS modul	Platelet DG rel	Dyrk1A ADPGlo
CC1CCN(C(=O)c2ccc(CSc3ccc(Cl)cc3)cc2)CC1	-1	i	12	-2	-2	8	3	40	-23	-10
CC(C)(C)NC(=O)CN(Cc1ccccc1)S(=O)(=O)c1ccccc1	-5	i	-9	4	-1	-2	2	24	9	10
CCOC(=O)C1CCN(CCC(=O)Nc2cccc(Cl)c2C)CC1	0	i	-1	1	-2	-4	-3	10	7	7
Cc1ccc(NC(=O)Cn2nc(C)c(S(=O)(=O)N(C)C)c2C)cc1	-1	i	12	-1	-1	0	2	26	-9	8
O=C(Nc1cc(Cl)ccc1N1CCCCC1)c1cccs1	-1	i	7	6	2	-3	3	35	0	1
CC(C)NC[C@@H](O)COc1ccc(CC(N)=O)cc1	-2	i	18	5	nt	14	2	19	-1	4
Cc1ccc2c(N)c(C(=O)c3ccccc3)sc2n1	-1	i	3	3	2	3	1	16	-1	nt
Cc1ccc(-c2cn3cccnc3n2)cc1NC(=O)c1c(-c2ccccc2Cl)noc1C	nt	i	13	-174	3	-3	-2	5	-4	1
Cc1cccc(CC(=O)N2CCC(n3nccc3NC(=O)C3CC3)CC2)c1	-2	i	17	0	1	5	0	18	-2	-2
Cc1ccnc(NC(=O)CCC2COc3ccccc3O2)c1 (centres undefined)	1	i	-2	6	0	-4	3	9	-5	-5
O=C(Cc1ccc(F)cc1)NCCc1ccc(F)cc1	2	i	10	?	1	-1	-2	2	1	-1
CCC(c1nnnn1C(C)(C)CC)N(CCCO)Cc1cc2cccc(C)c2[nH]c1=O (centres undefined)	-2	i	5	1	1	1	-2	19	1	1
COc1ccc(Nc2nc(-c3cccs3)nc3ccccc23)cc1S(=O)(=O)N1CCOCC1	-2	i	-34	6	nt	-31	0	18	-4	9
O=C(O)c1ccccc1C(=O)NCCCn1ccnc1	-1	i	-7	-8	8	-8	1	7	-9	0
O=C1NC(c2cc3c(cc2Cl)OCO3)Oc2ccccc21 (centres undefined)	6	i	35	-5	-2	21	1	16	6	5
CC1CCN(C(=O)c2cc(-c3ccco3)on2)CC1	0	i	17	7	4	26	3	22	-55	3
Cc1ccc(C(=O)Nc2c(C(=O)N3CCOCC3)cnn2-c2ccccc2)cc1	-2	i	3	-5	1	-3	1	19	12	0
C/C(=N\O)c1c(O)cc(-c2ccccc2)n(-c2ccccc2)c1=O	-4	i	0	-2	-1	-2	0	-3	5	nt
CCCOc1ccccc1C(=O)N(Cc1ccc(C)o1)C1CCS(=O)(=O)C1 (centres undefined)	nt	i	2	-4	-1	6	0	3	0	1
C/C(=N\Nc1nccnc1Cl)c1ccc(F)cc1	3	i	-2	9	11	2	4	17	3	2
COc1ccc2oc(=O)c(C(=O)NCC3CCCO3)cc2c1 (centres undefined)	1	i	7	-20	2	-3	-3	23	-5	18
Cn1cc(C(=O)C(=O)N2CCc3ccccc32)c2ccccc21	-1	i	-1	-7	0	1	-6	-1	-4	-3
COc1ccc(CCNC(=O)c2cc(C3CC3)on2)cc1OC	-3	i	1	-4	2	-3	2	24	5	-3
Cc1nc(NCc2ccc(S(N)(=O)=O)cc2)c2c(C)c(C)sc2n1	2	i	13	-2	0	0	-4	3	-32	3
O=C(O)Cc1ccc(NC(=O)c2ccc(Cl)c(Cl)c2)cc1	4	i	-9	-2	1	-15	4	19	-2	14
COc1ccc(OC)c(S(=O)(=O)N2CCN(C(=O)CCc3ccccc3)CC2)c1	0	i	-5	0	0	-2	1	26	-1	-5
COc1ccc(N2C(=O)C3C(C2=O)C2C=CC3C23CC3)c([N+](=O)[O-])c1 (centres undefined)	1	i	23	0	-1	1	-1	4	-1	-1
CN(C(=O)CSc1nnc(COc2ccccc2F)n1N)C1CCS(=O)(=O)C1 (centres undefined)	0	i	4	0	nt	4	0	2	8	-1
C/C(=N\NC(=O)c1ccc2ccccc2c1)c1cccnc1	0	i	-22	-4	0	-7	-1	31	9	7
O=C(NCc1ccco1)c1ccc(NS(=O)(=O)c2cccc([N+](=O)[O-])c2)cc1	-1	i	28	-2	-3	-1	2	8	6	-2
CN(Cc1ccccc1)C(=O)CCC1CCN(S(C)(=O)=O)CC1	-1	i	7	-2	7	0	-3	5	-7	-9
CCOc1ccc(S(=O)(=O)Nc2ccc(S(=O)(=O)Nc3cc(OC)ccc3OC)cc2)cc1	0	i	4	-2	5	2	-2	18	4	7
C/C(CC(=O)Nc1ccc(Cl)c(C(F)(F)F)c1)=N\NC(=O)c1cc2ccccc2cc1O	-1	i	19	6	-1	5	0	28	14	1
COc1ccc(CNC(=O)CSc2n[nH]c(N)n2)cc1OC	0	i	-6	-1	2	-5	0	-8	-6	-4
O=c1[nH]c2ccccc2nc1CCc1ccccc1	-2	i	10	-1	1	8	-3	28	0	nt
O=C(CN1C(=O)NC2NC(=O)NC21)N/N=C/c1ccc(F)cc1 (centres undefined)	0	i	-1	6	-3	-2	2	-9	5	-1
COc1ccc2cc3cc(C(=O)NCCCN4CCOCC4)oc3nc2c1	3	i	23	-295	0	13	-3	9	-3	58*
CC1CCN(S(=O)(=O)c2ccc3[nH]c(=O)[nH]c3c2)CC1	-3	i	-8	-1	1	-10	1	24	16	0
COc1cccc(C(=O)O/N=C(\N)c2ccc([N+](=O)[O-])cc2)c1OC	nt	i	49	-12	-2	28	1	2	0	5
CCOC(=O)C1=NN(C(=O)Cc2ccccc2)C(O)(c2ccc(Cl)cc2)C1 (centres undefined)	-2	i	32	10	-2	7	-4	13	-14	-1
Cc1cccc(NC(=O)C2CCCN(S(=O)(=O)c3c(C)nn(C)c3C)C2)c1 (centres undefined)	-2	i	14	2	nt	-1	0	21	-3	-14
CCSc1nnc(NC(=O)COc2cccc3ccccc23)s1	-3	i	27	-1	-3	3	3	3	5	-5
Cc1ccc(-c2ocnc2C(=O)Nc2ccccc2NC(=O)c2ccccn2)cc1	3	i	40	-3	2	6	-6	0	10	-7
CCC(=O)c1ccc(OC(=O)N2CCOCC2)cc1	-3	i	12	4	0	5	8	8	-2	-4
O=CNCC(=O)NC1CCCCCC1	3	i	-6	0	-2	3	9	9	-1	nt
CCOc1ccc(/C=N/NC(=O)CC(=O)NCc2ccccc2)cc1	-2	i	nt	-1	2	nt	1	7	6	1
COc1ccc(CNCc2ccccc2C(F)(F)F)cc1	0	i	11	6	0	-7	-2	12	4	0
Cc1cc(C)cc(NS(=O)(=O)c2ccc3oc(=O)ccc3c2)c1	-5	i	-6	0	4	1	-1	30	1	-2
COc1cccc(NC(=O)NC(=O)c2c(C)cc(Cl)nc2Cl)c1	-1	i	-3	1	0	-4	1	-4	2	11
CCC(=O)Nc1cccc(NC(=O)CSc2nnnn2C2CCCC2)c1	0	i	-1	-1	1	-3	1	14	2	-3
O=C(NC1CC1)C1CCN(C2CCN(C(=O)CCOc3ccccc3)CC2)CC1	1	i	-15	-8	2	0	-1	25	1	3
CCCc1nnc(NC(=O)C(=O)NCCN(C)C)s1	nt	i	-5	nt	0	1	-2	6	1	16
CC(=O)c1ccc(NC(=O)CNCC(c2ccccc2)N(C)C)cc1 (centres undefined)	-2	i	2	-2	0	-3	-1	-12	-1	2
CCN(CC)S(=O)(=O)c1ccc(NC2=NS(=O)(=O)c3ccccc32)cc1	-1	i	-9	-2	-2	-4	1	38	3	-4
CCc1nnc(NC(=O)Cc2ccc(OC)cc2)s1	-4	i	10	10	-1	-3	1	24	-2	4
O=S(=O)(NCC1CCCO1)c1ccc(S(=O)(=O)N2CCc3ccccc3C2)cc1 (centres undefined)	-1	i	3	2	3	-3	3	24	2	1
CCC(CC)C(=O)Nc1ccccc1NC(C)=O	0	i	2	-8	1	2	1	14	3	4
COc1cc2c(C(=O)NCc3ccc4c(c3)OCO4)cn(C)c(=O)c2cc1OC	-19	i	0	3	3	-4	-3	15	3	nt
CCSc1nnc2ccc(-c3cccs3)nn12	3	i	-13	-6	-4	-1	-3	13	-5	8
CSC(SC)=C(C#N)C(=O)c1ccccc1	-2	i	-16	5	2	-14	4	36	-31	12
The listing continues:
SMILES	GSK3A inh	PolyA inhibitor	HSF-1 act	HDAC3 inhib	HSP90 refold inh	HSF1 inhib	GSK3B inh	AI-2 QS modul	Platelet DG rel	Dyrk1A ADPGlo
CCOc1ccc(CCNC(=O)c2cccc3c2C(=O)N(CCOC)C3)cc1OCC	1	i	3	1	2	0	0	19	0	2
CCOP(=O)(OCC)C(O)c1cc(OC)c(OC)c(OC)c1 (centres undefined)	0	i	-13	0	-2	3	-2	-4	6	-3
OC(CN1CCCCC1)CN(c1ccccc1)c1ccccc1 (centres undefined)	0	i	23	-1	2	7	2	14	0	-2
CC(C)(C)c1cc(NC(=O)CSc2nnc(N)s2)n(-c2ccccc2)n1	-2	i	13	-1	0	-5	1	-1	1	4
Cc1nc(-c2ccc(S(=O)(=O)Nc3ccc(Br)cc3F)cc2)co1	0	i	17	-2	-9	10	-2	26	11	nt
CC(=O)Oc1ccc(C(=O)Nc2cccc(-c3nnc(-c4ccco4)o3)c2)cc1	9	i	-21	-8	13	-13	5	12	13	-2
Cc1ccc(OCCOCCOc2ccc(Br)cc2/C=N\NC(=O)c2ccncc2)cc1	-4	i	4	11	0	10	4	20	-1	-1
O=S(=O)(c1ccc(Cl)cc1)N1CCCC1c1nc2ccccc2s1 (centres undefined)	0	i	-1	3	2	-1	3	11	2	8
CCNc1nc(SCC(=O)Nc2ccc(Cl)c(Cl)c2)nc(N(C)C)n1	-1	i	8	-6	1	5	1	12	-1	-5
COc1cc(/C=C\C(=O)O)cc(S(=O)(=O)N2CCCCCC2)c1OC	nt	i	-8	nt	1	-23	2	5	3	nt
